BaF3 parental = parental Ba/F3 cell viability inhibition, counter-screen for JAK2V617F inhibitor project, murine pro-B, CellTiter-Glo luminescence. CellTiter-Glo ATP luminescence. inhibition, % at 5.6 µM. 220,000 tested, 1.1% active;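 active means inhibition above a per-campaign cutoff, the mean inhibition of all tested compounds plus 3 SD, cut at about 27% in these data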;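 further: 0% = DMSO wells and 100% = JAK Inhibitor I control wells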
S1P4 ag = S1P4 receptor agonists, primary screen, cell-based; Sphingosine 1-phosphate receptor 4 (Homo sapiens), O95977; S1P4-expressing cell line, agonist reporter assay; activation, % at 4.98 µM; 220,000 tested, 0.35% active; AID 1509, 2009; in the data active means activation above about 11%;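 further: 0% = DMSO vehicle and 100% = reference agonist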
Target sequence (O95977 whole entry, looked up): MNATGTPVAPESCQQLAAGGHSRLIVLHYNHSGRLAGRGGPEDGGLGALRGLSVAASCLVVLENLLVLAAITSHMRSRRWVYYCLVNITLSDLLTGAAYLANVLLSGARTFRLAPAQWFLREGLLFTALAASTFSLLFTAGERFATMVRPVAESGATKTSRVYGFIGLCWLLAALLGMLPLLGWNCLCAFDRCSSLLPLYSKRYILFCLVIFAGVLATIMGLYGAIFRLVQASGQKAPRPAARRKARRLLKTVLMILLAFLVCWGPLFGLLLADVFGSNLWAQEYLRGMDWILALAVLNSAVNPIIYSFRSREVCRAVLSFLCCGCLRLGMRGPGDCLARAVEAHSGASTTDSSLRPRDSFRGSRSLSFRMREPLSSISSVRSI
NPY2 pot ag = NPY-Y2 potentiators or agonists, primary screen, cell-based; cells expressing NPY-Y2, potentiator/agonist read-out; Neuropeptide Y receptor type 2 (Homo sapiens), P49146; activation, % at 3.6 µM; AID 1359, 2008; 220,000 tested, 0.45% active; in the data active means activation above about 27%;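 further: cells stimulated with NPY near EC25 plus isoproterenol at EC100; 0% = vehicle plus submaximal agonist and 100% = vehicle plus saturating agonist; some results beyond the cut were filed as inactive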
Target sequence (P49146 whole entry, looked up): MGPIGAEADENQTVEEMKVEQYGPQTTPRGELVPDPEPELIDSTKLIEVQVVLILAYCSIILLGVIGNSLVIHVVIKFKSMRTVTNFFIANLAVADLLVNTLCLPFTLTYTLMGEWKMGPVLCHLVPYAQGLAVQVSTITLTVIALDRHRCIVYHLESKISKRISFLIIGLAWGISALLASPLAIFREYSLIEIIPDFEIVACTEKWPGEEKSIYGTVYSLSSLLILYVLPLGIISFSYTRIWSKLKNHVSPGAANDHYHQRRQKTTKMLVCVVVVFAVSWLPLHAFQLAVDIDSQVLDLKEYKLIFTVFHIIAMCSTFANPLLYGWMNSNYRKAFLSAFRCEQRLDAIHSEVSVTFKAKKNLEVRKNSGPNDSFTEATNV
NPY Y1 blocker = NPY-Y1 receptor antagonists, primary screen, cell-based; AID 1040, 2008; HEK293-CNG Y1 cells, membrane potential fluorescence; NPY at EC95, then isoproterenol; inhibition, % at 3.6 µM; Neuropeptide Y receptor type 1 (Homo sapiens), P25929; 200,000 tested, 1% active;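 active means inhibition above the campaign mean inhibition of all tested compounds plus 3 SD, cut at about 20% in these data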;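 further: 0% = DMSO wells given NPY plus isoproterenol and 100% = isoproterenol alone without NPY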
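Material: HEK293 Y1/CNG channel cell line; also added: NPY (25 nM), isoproterenol (1 µM), Ro 20-1724 (25 µM); doses: one concentration, 3.6 µM, in 0.4% DMSO; schedule: compound incubation 1 h at room temperature, readout 45 min post-stimulation; technique: membrane potential fluorescence; measure: fluorescence ratio normalized to % inhibition between controls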
S1P4 antag = S1P4 receptor antagonists, primary screen, cell-based. S1P4-expressing cells, antagonist mode, reporter read-out. inhibition, % at 4.98 µM. 220,000 tested, 0.26% active. AID 1510, 2009; in the data active means inhibition above about 29%;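 further: 0% = wells stimulated with agonist and 100% = vehicle wells without agonist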
NCF1 inh = p47phox/p22phox peptide binding inhibitors, primary screen, biochemical, uHTS, NADPH oxidase regulatory subunit; fluorescence polarization, 2 h; Neutrophil cytosol factor 1 (Homo sapiens), P14598; inhibition, % at 24.7 µM; AID 1274, 2008; 220,000 tested, 0.53% active;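 active means inhibition above about 30%, limit read from the data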;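 further: 0% = p47phox with labelled peptide and 100% = labelled peptide alone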
NPY1 pot ag = NPY-Y1 receptor potentiators or agonists, primary screen, cell-based. activation, % at 3.6 µM. AID 1304, 2008. 220,000 tested, 0.37% active. Neuropeptide Y receptor type 1 (Homo sapiens), P25929. NPY-Y1 expressing cells, potentiator/agonist activation; in the data active means activation above about 33%, passing the limit was not always enough;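 further: cells stimulated with NPY at EC10 then isoproterenol at EC100; 0% = low agonist plus stimulus and 100% = saturating agonist plus stimulus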
Ba/F3 V617F tox = reduced viability of JAK2V617F-dependent Ba/F3 cells, primary screen, JAK2V617F inhibitor project, cell-based, Ba/F3 EpoR-JAK2V617F, luminescence; 220,000 tested, 1.1% active; ATP luminescence; inhibition, % at 5.6 µM;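 active means inhibition above the campaign mean plus 3 SD over all tested compounds, cut at about 24% in these data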;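 further: cytokine-independent growth of Ba/F3 cells driven by EpoR plus mutant JAK2; 0% = DMSO-treated cells and 100% = JAK inhibitor I control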
CHOP inhibitor = inhibitors of CHOP promoter induction, primary screen, cell-based, unfolded protein response, luciferase reporter | inhibition, % at 10 µM | 220,000 tested, 3.8% active | CHO-K1 CHOP-promoter luciferase, tunicamycin-induced, 15-18 h;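 active means compounds that reduced the stress-induced luciferase reporter signal by more than about 70% of percent inhibition, limit read from the data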;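 further: 0% = tunicamycin plus vehicle and 100% = wells without tunicamycin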
Numbers without * were called inactive; nt = no result given.

SMILES	BaF3 parental	S1P4 ag	NPY2 pot ag	NPY Y1 blocker	S1P4 antag	NCF1 inh	NPY1 pot ag	Ba/F3 V617F tox	CHOP inhibitor
O=S(=O)(c1ccccc1)N1CCN(C(=S)Nc2ccc(F)cc2)CC1	22.2	-0.1	2.6	-1.3	-16.3	-16.7	-3.3	19.9	7.9
O=C(NNC(=O)C1[C@H]2CCCC[C@@H]12)Nc1cccc2ccccc12 (some centres undefined)	-2.5	0.9	-6.0	nt	3.3	-6.8	14.4	-4.5	27.3
CCOC(=O)CSc1cc(C)nc2ccc(OC)cc12	1.7	2.6	12.9	-4.4	-17.2	-8.4	10.9	-4.6	25.4
Cc1ccc(-n2cc(CNCCCn3cccn3)c(-c3cccc(C)c3)n2)cc1	-2.6	-0.8	-36.5	nt	4.4	-12.1	-15.2	-1.6	-0.6
CCOC(=O)c1c(C)[nH]c(C(=O)CSc2nnnn2-c2ccc(C)cc2)c1C	3.5	-1.6	-5.2	2.3	9.6	-62.7	1.4	3.1	4.0
COCCn1c(CN(C)Cc2ccccc2)nc2c1c(=O)n(C)c(=O)n2C	10.9	0.5	3.3	0.2	-7.5	-12.5	5.1	-2.3	28.9
COC(=O)C1=C(Nc2ccc(C)cc2)C=C(C)C(C(=O)OC)C1c1ccc(OC)cc1 (centres undefined)	3.8	1.2	-20.2	29.5*	1.7	-7.3	-54.9	3.0	-9.0
CC(C)(C)/C(O)=C/c1nc2cc(Cl)ccc2oc1=O	5.1	-0.6	-9.2	nt	3.3	-23.0	10.2	36.9*	21.4
O=[N+]([O-])c1ccc2c(c1)nc1n2CCCCC1	8.2	0.0	6.4	3.8	8.8	-8.8	19.0	1.8	-0.7
CCOc1cc(C2Nc3cccc4cccc(c34)N2)ccc1O	4.4	2.4	1.1	-0.3	-2.3	-19.5	21.6	-4.5	-92.1
COc1cc(-c2c(C#N)c(=O)[nH]c3c2c(C)nn3-c2ccccc2)ccc1O	0.7	0.3	-2.4	1.2	-2.1	-7.5	-9.8	-0.8	4.2
S=C(NCCN1CCOCC1)N/N=C/c1ccccc1	3.2	0.5	-4.4	4.0	-8.3	-6.9	-17.0	-2.2	24.5
CC1=NC(=O)C(N=Nc2cccc(O)c2)N1c1ccccc1 (centres undefined)	1.2	-0.8	5.8	-1.8	-4.6	-0.7	19.8	-4.3	-23.2
Cc1ccnc(N2CCC(C(=O)NCc3ccccc3F)CC2)n1	4.8	1.9	-19.7	2.6	-6.4	-9.9	-5.0	-1.8	-8.3
CC(C)[C@H](NS(=O)(=O)c1ccccc1)C(=O)OCC(=O)NC(=O)c1cccn1C	4.8	-0.1	4.0	3.5	-3.9	-4.6	9.6	0.7	-2.7
Cc1noc(C)c1S(=O)(=O)NCCCN1CCN(Cc2ccccc2)CC1	2.1	-0.3	-13.0	4.9	-6.6	-11.7	-20.7	-1.9	27.6
CCOc1ccc(S(=O)(=O)NCCC(=O)OCN2C(=O)c3ccccc3C2=O)cc1	0.2	-5.2	5.6	-3.0	-8.4	-7.2	10.6	-1.9	-0.5
C=CCN1C(=O)/C(=C\c2ccc(Cl)cc2)N=C1SCC(=O)NCCC	2.1	2.1	-1.8	-2.0	-14.4	-4.3	1.9	-3.6	75.7*
CC(C)C(=O)Nc1nnc(SCC(=O)Nc2ccc3c(c2)OCO3)s1	-0.4	4.1	4.9	9.7	-8.2	-32.0	-22.3	-1.8	5.7
COC(=O)c1ccccc1N/C=C/C(=O)c1ccc(Br)cc1	4.4	1.2	-18.8	13.2	-13.0	-17.0	-67.0	0.7	20.6
CCN(CC)c1ncnc2c1cnn2Cc1ccc(Cl)cc1	10.4	-0.6	-0.9	4.0	-9.5	-10.8	-3.7	4.4	26.5
CCCn1c(SCC(=O)c2[nH]c(C)c(C(C)=O)c2C)n[nH]c1=O	0.1	3.1	8.3	nt	-17.5	3.4	9.6	-0.9	5.2
COCCOC(=O)C1=C(C)NC(=O)NC1c1cn(-c2ccccc2)nc1-c1cccs1 (centres undefined)	5.8	2.8	13.2	-2.9	-0.4	-0.9	-14.2	1.7	12.2
OCC1(CC2CCCCO2)CCN(Cc2nc3ccccc3[nH]2)CC1 (centres undefined)	9.3	0.3	-13.3	15.8	-1.3	-12.1	7.0	3.9	9.5
CCCCn1c(CCC(=O)O)ccc1-c1cccs1	-0.8	3.5	-2.6	2.8	-9.6	-12.4	-25.4	-4.0	-4.1

Only BaF3 parental, for some of the entries so far:
SMILES,BaF3 parental
O=S(=O)(c1ccccc1)N1CCN(C(=S)Nc2ccc(F)cc2)CC1,22.2
O=C(NNC(=O)C1[C@H]2CCCC[C@@H]12)Nc1cccc2ccccc12 (some centres undefined),-2.5

Next records:
SMILES	BaF3 parental	S1P4 ag	NPY2 pot ag	NPY Y1 blocker	S1P4 antag	NCF1 inh	NPY1 pot ag	Ba/F3 V617F tox	CHOP inhibitor
CCc1c(C)nc2cc(-c3ccc(OC)c(OC)c3)nn2c1N1CCCC1	0.9	-1.1	-23.3	3.2	-3.3	-12.0	-32.4	-3.5	63.9
CCOc1cc2nc3c4ccccc4n(C)c3nc2cc1OCC	3.6	1.9	-2.3	4.3	-9.0	1.0	-2.1	-1.3	34.1
Cc1c(Nc2cc(N3CCCC(C)C3)c3nonc3c2[N+](=O)[O-])c(=O)n(-c2ccccc2)n1C (centres undefined)	3.4	-2.5	10.1	1.7	-12.4	-0.9	-1.0	5.0	-28.9
Cc1nc(NCC2CCCO2)nc2c1C(=O)CC(C)(C)C2 (centres undefined)	-0.9	1.6	15.4	1.5	0.6	1.9	5.1	-2.8	4.4
CCc1ccccc1NC(=O)CCCSc1nc2ccccc2s1	1.8	0.4	-5.9	15.7	-19.4	-1.8	-21.6	-3.1	23.8
Cc1ccc(C(=O)N/N=C\c2ccc([N+](=O)[O-])o2)cn1	1.6	0.3	-11.1	nt	-3.3	-9.3	10.3	1.1	2.3
Cc1cc(C)nc(SCc2ccc(C(=O)N/N=C/c3ccncc3)cc2)n1	8.6	-1.1	-3.0	8.3	-22.8	-10.8	8.7	2.2	-8.8
NC(=O)c1ccc(NC(=O)COC(=O)C2(c3ccccc3F)CCCC2)cc1	9.8	-0.2	1.8	-4.1	-12.1	-7.2	4.8	2.0	36.4
CCN1CCN(c2c(Cl)cccc2NC(=O)c2ccc(Br)o2)CC1	5.6	-4.5	18.2	23.8*	22.1	-8.0	-36.9	1.8	12.4
CCOC(=O)CSC1=C(C#N)C(c2ccco2)C(C(=O)Nc2cccc(C(F)(F)F)c2)=C(C)N1 (centres undefined)	0.8	-4.1	-46.5	5.4	-16.4	-81.1	-59.9	-1.2	44.8
CCOC(=O)C1(CC2CC2)CCN(C(=O)c2cc(C3CC3)nc3ccccc23)CC1	2.2	0.2	-7.4	0.5	2.9	1.6	6.3	-1.0	-36.5
CC(NC(=O)COC(=O)CCc1ccccc1)c1ccccc1 (centres undefined)	7.6	0.1	-1.0	3.5	-23.5	-7.9	-7.5	0.8	18.1
O=C(CSc1nnc(-c2ccncc2)n1C1CCCCC1)Nc1cccc(O)c1	3.8	2.1	-1.1	4.5	-22.4	-1.9	3.4	-1.0	-4.7
O=C(CSc1ccsc1[N+](=O)[O-])N1CCN(c2ccccn2)CC1	2.7	-1.2	13.3	-1.0	8.8	-7.8	4.5	3.0	5.9
O=C(N/N=C/C(Cl)=C/c1ccccc1)c1ccccn1	2.7	1.7	1.4	1.4	1.1	-1.8	-13.6	2.9	6.0
CC(=S)c1c(C)cc2cc(C)ccn12	5.7	0.7	11.4	-0.5	-10.8	-4.0	8.1	-0.8	19.0
COc1cc(C(NC(C)=O)NC(C)=O)ccc1OCc1ccccc1	10.7	-0.9	-11.3	1.9	-27.3	-2.2	13.9	3.1	-7.4
CSc1nc(N2CCN(c3ccccc3Cl)CC2)c2ccccc2n1	8.4	1.2	-34.3	29.5*	4.5	-8.6	-64.0	7.3	7.2
O=C(NCC1CCCO1)NC1CCCCC1 (centres undefined)	5.6	1.9	19.9	-3.4	3.7	7.9	-15.7	2.8	19.9
O=C(O)C1CCC(=O)N1C1CCCC1 (centres undefined)	4.0	-1.6	6.4	-1.2	-12.6	-11.7	14.0	-2.8	-14.2
O=C(NNS(=O)(=O)c1ccc(C(F)(F)F)cc1)c1cnn(-c2ccccc2)c1C(F)(F)F	-5.2	1.5	0.6	nt	-4.7	-3.7	-1.4	-0.8	9.2
O=C(NCCNc1nccc(C(F)(F)F)n1)c1cccc(C(F)(F)F)c1	1.6	-0.2	0.8	nt	9.6	10.7	-9.8	-3.4	8.9
CCCn1c(SCC(=O)Nc2cccc(S(=O)(=O)NC3=NCCCCC3)c2)nc2ccccc2c1=O	0.9	0.7	4.8	5.3	-16.9	-1.6	5.9	-1.3	12.6
Cc1nn(C)c(C)c1/C=N/NC(=O)c1csc2ccccc12	10.2	0.4	-8.7	-0.9	-9.8	-9.4	-3.7	2.5	33.6
Cc1cc(C[n+]2ncsc2N)c2ncccc2c1	-5.1	0.3	-35.9	nt	-33.7	-7.0	-22.7	-1.4	-1.5

2 successive compounds from above:
SMILES	BaF3 parental	S1P4 ag	NPY2 pot ag	NPY Y1 blocker	S1P4 antag	NCF1 inh	NPY1 pot ag	Ba/F3 V617F tox	CHOP inhibitor
COc1cc(C(NC(C)=O)NC(C)=O)ccc1OCc1ccccc1	10.7	-0.9	-11.3	1.9	-27.3	-2.2	13.9	3.1	-7.4
CSc1nc(N2CCN(c3ccccc3Cl)CC2)c2ccccc2n1	8.4	1.2	-34.3	29.5*	4.5	-8.6	-64.0	7.3	7.2

Continued.
SMILES	BaF3 parental	S1P4 ag	NPY2 pot ag	NPY Y1 blocker	S1P4 antag	NCF1 inh	NPY1 pot ag	Ba/F3 V617F tox	CHOP inhibitor
Cc1cc(C)c2c(n1)sc1c(=O)n(Cc3ccc(F)cc3)cnc12	0.8	0.2	-3.2	nt	-2.2	-4.3	-25.2	-0.4	4.6
O=C1c2ccccc2NC(c2ccc(Cl)cc2Cl)N1O (centres undefined)	7.3	-0.6	-3.5	6.7	9.7	-14.6	21.9	0.3	26.7
CCOC(=O)N1CCN(C(=O)/C=C/c2cccc([N+](=O)[O-])c2)CC1	7.2	1.0	-7.7	-3.8	2.3	-5.2	7.8	-0.4	0.4
Cc1ccc(/C=N/NC(=O)CSc2nnc(-c3ccc(Cl)cc3)n2-c2ccccc2)o1	0.7	2.6	-1.3	5.5	-24.8	-3.6	11.1	-1.4	-18.8
CCC(C)(CC(=O)O)CC(=O)Nc1cc(C(F)(F)F)cc(C(F)(F)F)c1 (centres undefined)	-1.5	-2.1	-5.4	nt	1.4	-7.9	7.2	-0.5	3.0
Cc1ccc(/C=C/C(=O)OC(C)C(=O)Nc2ncc(Cl)cc2Cl)o1 (centres undefined)	5.5	0.7	4.6	1.3	-22.3	-7.8	18.7	-0.3	27.0
COc1cc(C(=O)N2CCN(C(=O)COc3ccc4ccccc4c3)CC2)cc(OC)c1OC	1.4	-0.3	2.7	-5.0	-21.6	1.3	-18.5	-3.2	10.6
Nc1ccc2c(c1)C(=O)N(CCCC(=O)O)C2=O	2.2	3.1	9.4	-3.7	-54.9	10.2	-7.8	-2.9	11.2

Source: PubChem

Compounds were not picked by outcome; 7.1% or so of the library scored in one or more.
